Assay outcomes (PubChem BioAssay)
NOD1 inhibition – NOD1 signaling inhibitors, primary screen, cell-based, luminescence, uHTS (AID 1578); NOD1-driven NF-kB luciferase reporter cells, luminescence; higher % means a stronger effect; one-dose inhibition, % at 4 µM; EC50 in µM for titrated hits; 1% of 290,000 active; in the data active = inhibition mostly above about 36%, no sharp cut-off; inactive = mostly below about 34%;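 also: HEK-293T reporter cells stimulated with the NOD1 agonist gamma-tri-DAP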
KOR beta-arrestin-1 – KOR agonists, beta-arrestin recruitment, primary screen, cell-based, luminescence, uHTS (AID 1777) | Kappa-type opioid receptor (Homo sapiens) | KOR beta-arrestin recruitment, luminescence; higher % means a stronger effect | activation, % at 10 µM, or EC50 in µM where a hit was titrated | 0.02% of 280,000 active; in the data active = activation above about 50%, passing the limit was not always enough; also: a part of the inactive calls stands beside numbers as strong as those of hits
NOD2 inhibition – NOD2 signaling inhibitors, cell-based, luminescence, uHTS, HEK293 (AID 1566); inhibition, % at 4 µM, or EC50 in µM where a hit was titrated; HEK293 NOD2/NF-kB luciferase reporter, luminescence; higher % means a stronger effect; 0.63% of 290,000 active; also: many of its hits are not listed in these tables
GPR55 beta-arrestin – GPR55 agonists via beta-arrestin recruitment, primary screen, imaging, U2OS cells, beta-arrestin-GFP redistribution (AID 1961) | G-protein coupled receptor 55 (Homo sapiens) | U2OS GPR55 beta-arrestin-GFP redistribution imaging; higher % means a stronger effect | one-dose activation, % at 10 µM; EC50 in µM for titrated hits | 0.048% of 290,000 active;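 active = activation above 40% with more than 50 cells counted in the well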;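 also: U2OS osteosarcoma cells stably expressing GPR55 and beta-arrestin-GFP; plate controls were DMSO negative control for no effect and LPI positive control for full effect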
Dynein transport – inhibitors of GR-EGFP nuclear translocation, primary screen, dynein cargo transport inhibitor project, imaging, high-content, 3617.4 mouse cells; test concentration mostly 20 µM; stimulated with dexamethasone, 1 µM; hits give low values; z-score, hits read low; 0.47% of 220,000 active; AID 1381, 2008;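 active = plate z-score of nuclear minus cytoplasmic receptor signal below a set negative limit, without overly bright fluorescence or cell loss, cut at about -3.5 in these data, passing the limit was not always enough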;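 also: z-score of nuclear minus cytoplasmic ring GR-EGFP intensity difference per well; some compounds called inactive have numbers as strong as hits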
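Also added – dexamethasone, 1.0 µM final · Buffer or medium – tet-free, stripped-serum medium · Schedule – induction 48 h, compound 1 h, agonist 30 min · Detection – formaldehyde fixation, Hoechst nuclear stain, 10x automated fluorescence imaging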
P. falciparum M17LAP – P. falciparum M17LAP inhibitors, primary screen, biochemical, fluorogenic H-Leu-NHMec substrate, 1536-well (AID 1619) | recombinant M17LAP, H-Leu-NHMec fluorogenic kinetic assay; higher % means a stronger effect | inhibition, % at 30 µM, or IC50 in µM where a hit was titrated | 0.38% of 220,000 active;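 active = compound inhibiting the enzyme by more than half at any dose during confirmatory dose-response retesting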;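 also: plate controls were full reaction with DMSO carrier for no effect and no enzyme background for full effect; strong numbers were not always called active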
KOR beta-arrestin-2 – KOR antagonists, beta-arrestin recruitment, cell-based, luminescence, uHTS (AID 1778); Kappa-type opioid receptor (Homo sapiens); KOR beta-arrestin recruitment, luminescence, antagonist mode; higher % means a stronger effect; one-dose inhibition, % at 10 µM; IC50 in µM for titrated hits; 0.091% of 290,000 active; also: strong numbers were not always called active
M1AAP inhibition – P. falciparum M1AAP inhibitors, biochemical, fluorogenic H-Leu-NHMec substrate, 1536-well (AID 1445); 0.42% of 220,000 active; recombinant M1AAP, H-Leu-NHMec fluorogenic kinetic assay; higher % means a stronger effect; inhibition, % at 30 µM, or IC50 in µM where a hit was titrated; Aminopeptidase N (Plasmodium falciparum (isolate 3D7));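 active = primary inhibition above the hit cutoff, then over 50% inhibition at one or more dose response concentrations, cut at about 23% in these data, passing the limit was not always enough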;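 also: plate controls were DMSO full reaction for no effect and no enzyme background for full effect; strong numbers were not always called active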
AID2073 – inhibitors of Mint1-CaV2.2 protein interaction, biochemical, HTRF (AID 2073); Voltage-dependent N-type calcium channel subunit alpha-1B (Homo sapiens); HTRF protein-protein interaction, Mint1-CaV2.2; higher % means a stronger effect; inhibition, % at 20 µM, or IC50 in µM where a hit was titrated; 0.19% of 290,000 active; in the data active = inhibition mostly above about 51%, no sharp cut-off; also: some results filed as inactive read as strong as hits
Dynein transport cytoplasmic EGFP – also measured in Dynein transport; calls as there; z-score; measured here: cytoplasmic GR-EGFP intensity; hits give high values
Dynein transport nuclear GR-EGFP – recorded beside Dynein transport, whose call it bears; z-score; measured here: nuclear GR-EGFP intensity;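 lower value marks the stronger effect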
Dynein transport cell count – second read-out of Dynein transport, no call of its own (marks repeat the call); z-score; measured here: cell count per field
* = called active by the depositor; . = not tested or not shown; & = joins results of further samples; [ ] = dose if it differs, or a comment. Rule as the data show it, unless noted: active = inhibition above about 50%; inactive = the rest. A portion of the library. The share of hits here may be higher or lower than overall.

NOD1 inhibition	KOR beta-arrestin-1	NOD2 inhibition	GPR55 beta-arrestin	Dynein transport	Dynein transport cytoplasmic EGFP	Dynein transport nuclear GR-EGFP	Dynein transport cell count	P. falciparum M17LAP	KOR beta-arrestin-2	M1AAP inhibition	AID2073	Structure
-14%	-4.1%	6%	0.2%	-1.4	-0.043	-0.68	1.5	18%	-8%	12%	43%	CC1(C)Cc2c(C#N)c(N3CCN(C(=O)c4ccco4)CC3)nc(-c3ccco3)c2CS1
-40%	-1.5%	-68%	0.2%	-0.45	-0.22	-0.23	1.1	11%	17%	2%	6%	Cc1ccc(C(=O)Oc2coc(CSc3nnc(NC(=O)C4CC4)s3)cc2=O)cc1C
-29%	0.6%	12%	0.2%	-1.1	-0.32	-0.15	1.5	-5%	11%	8%	-10%	Cc1[nH][nH]c(=O)c1C=NCc1cccnc1
4%	2.0%	2%	0.0%	-0.18	0.79	0.71	0.28	4%	-59%	-1%	11%	O=c1oc2ccc3ccccc3c2c2c1SC(C(F)(F)F)C2 (centres undefined)
-1%	-0.9%	12%	0.0%	0.19	-0.21	0.034	-0.086	2%	10%	4%	9%	O=C1CCCCC1C(=O)c1ccccc1 (centres undefined)
3%	4.9%	2%	-0.1%	-1	-0.028	-0.17	-0.55	51%	1%	2%	-2%	C/C(=C\c1ccccc1)C(=O)n1nnc2ccccc21
-34%	-1.9%	-7%	-0.3%	.	.	.	.	.	-12%	.	5%	O=C(CN1C(=O)NC2(CCOc3ccccc32)C1=O)NCC(F)(F)F (centres undefined)
-24%	-0.7%	12%	0.1%	-1.4	-0.087	-0.83	-0.13	-11%	-19%	5%	18%	O=c1[nH]c(CN2CCN(S(=O)(=O)c3ccc4ccccc4c3)CC2)nc2ccccc12
-24%	0.9%	3%	-0.3%	0.15	-0.28	0.013	0.41	19%	-4%	7%	0%	CCOc1cc(/C=N/NC(=O)c2ccc(=O)n(C)c2)ccc1O
6%	-4.9%	15%	0.1%	-0.97	-0.22	-0.59	1.1	-5%	22%	2%	44%	N#Cc1ccc(C(=O)Nc2ccc(S(=O)(=O)NC3=NCCCCC3)cc2)cc1
7%	-0.5%	1%	0.0%	-0.23	-0.19	0.22	-0.15	1%	-7%	0%	-12%	CCOC(=O)C1CCN(C(=O)c2cccc(S(=O)(=O)Nc3ccc(C)cc3C)c2)CC1
-46%	-1.5%	-28%	-0.2%	-2	-0.16	-0.85	1.7	2%	10%	5%	-6%	C/C(=N\Nc1ccccn1)c1ccc(OC(F)F)cc1

Next part; the last two above are carried over.
NOD1 inhibition	KOR beta-arrestin-1	NOD2 inhibition	GPR55 beta-arrestin	Dynein transport	Dynein transport cytoplasmic EGFP	Dynein transport nuclear GR-EGFP	Dynein transport cell count	P. falciparum M17LAP	KOR beta-arrestin-2	M1AAP inhibition	AID2073	Structure
7%	-0.5%	1%	0.0%	-0.23	-0.19	0.22	-0.15	1%	-7%	0%	-12%	CCOC(=O)C1CCN(C(=O)c2cccc(S(=O)(=O)Nc3ccc(C)cc3C)c2)CC1
-46%	-1.5%	-28%	-0.2%	-2	-0.16	-0.85	1.7	2%	10%	5%	-6%	C/C(=N\Nc1ccccn1)c1ccc(OC(F)F)cc1
-37%	-2.9%	4%	1.3%	2.5	-0.2	0.93	-1.3	-2%	25%	-10%	-3%	Cc1ccc(Cc2nnc3n(-c4cccc(C)c4)nc(C(=O)c4ccccc4)n3c2=O)cc1
4%	2.2%	3%	0.5%	-0.67	-0.18	-0.53	0.034	10%	-152%[20 µM]	6%	30%	COc1ccc(NC(=O)c2ccc3c(c2)NC(=O)CS3)cc1S(=O)(=O)Nc1ccc(Br)cc1
-16%	3.0%	7%	-0.1%	.	.	.	.	.	-27%	.	6%	COc1ccc(CN(C)C(=O)c2cc(S(=O)(=O)N3CCCCCC3)ccc2OC)cc1OC
10%	-6.6%	-4%	0.0%	-0.73	-0.0014	-0.52	0.98	-1%	16%	5%	13%	COc1ccc(CNc2cccc(F)c2)cc1Br
12%	-1.8%	15%	-0.2%	.	.	.	.	.	-15%	.	6%	COc1ccccc1N1CCN(C(=O)C2CCN(C(=O)c3cccc(Cl)c3)CC2)CC1
-3%	-0.9%	12%	0.0%	-0.54	-0.015	-0.22	0.62	6%	-14%	-6%	-5%	CCCOc1ccc(N2C(=O)CC(N3CCC(O)(c4cccc(C(F)(F)F)c4)CC3)C2=O)cc1 (centres undefined)
-22%	0.4%	0%	-0.4%	-0.65	-0.29	-0.29	1.3	15%	-30%	-2%	1%	CC1=C(C(=O)OCC(C)C)[C@]23C(=O)c4ccccc4[C@@]2(O1)OC(N)=C3C#N
-36%	-0.2%	4%	0.2%	-0.48	-0.24	-0.73	1.2	9%	-17%	-8%	0%	COc1ccc(Br)cc1CN(C)CC(=O)NCCc1ccccc1
6%	-1.8%	-6%	0.0%	.	.	.	.	.	-22%	.	-1%	O=C(COC(=O)c1ccc(Cl)c(Cl)c1)NC1CCCC1
-6%	-0.4%	8%	-0.1%	-0.31	-0.25	-0.044	-0.24	1%	22%	3%	-5%	O=C(COc1ncnc2ccccc12)Nc1ccc(S(=O)(=O)N2CCOCC2)cc1
38%	4.3%	-4%	0.3%	0.26	-0.26	0.12	0.19	7%	-17%	7%	-10%	COc1ccc2nc(NC(=O)CSc3nc(SC)ns3)sc2c1
-19%	2.4%	11%	-0.5%	0.49	-0.31	-0.052	-0.079	-6%	-9%	-6%	4%	O=C(NCCc1ccncc1)Nc1ccc(Cl)c(Cl)c1
5%&-17%	8.2%&-2.2%	8%&11%	-0.3%&2.6%	-0.6&-0.75	-0.11&-0.25	-0.22&0.024	0.31&0.19	2%&10%	24%&-23%	2%&12%	18%&35%	COc1ccc(C2Nc3ccccc3C(=O)N2Cc2ccco2)cc1CN1C(=O)c2ccccc2C1=O (centres undefined)
-15%	0.6%	13%	-0.5%	-1	-0.3	-0.5	0.54	3%	-4%	5%	-1%	CC(=O)OCC[n+]1c(C)n(-c2ccccc2)c2ccc(Cl)cc21
-29%	3.9%	13%	-0.2%	.	.	.	.	.	-12%	.	20%	O=C(Nc1cccc(C(=O)O)c1)/C(=C\c1ccc2c(c1)OCO2)NC(=O)c1ccccc1Cl
-22%	0.9%	5%	-0.1%	0.16	-0.053	0.37	-1.7	6%	-14%	12%	0%	O=C(CNC(=O)c1cccs1)NCCN1CCN(c2ccccc2F)CC1
-27%	-1.6%	13%	0.2%	1.1	-0.19	1.3	-0.097	-60%	31%	4%	17%	Cc1oc2c(CN3CCOCC3)c(O)ccc2c(=O)c1-c1ccc(Br)cc1
-13%	3.0%	-12%	0.2%	0.47	-0.25	0.6	-0.027	13%	-28%	13%	12%	NC(=O)CC[C@@H]1NC(=O)[C@H](CO)NC(=O)c2cc([N+](=O)[O-])cc(I)c2NCC[C@@H](C(N)=O)NC1=O
-14%	-3.4%	3%	-0.2%	.	.	.	.	.	14%	.	-1%	Cc1ccc(CN(C)C(=O)c2c(C)nn(-c3ccccc3)c2C)cc1
-22%	-2.0%	7%	-0.2%	.	.	.	.	.	11%	.	-25%	CC1CN(C(=S)Nc2cccc(Cl)c2Cl)CC(C)O1 (centres undefined)
-36%	-2.4%	7%	0.7%	2.2	0.32	0.62	-1.1	27%	2%	3%	0%	O=C(Nc1cccc(S(=O)(=O)NC2=NCCC2)c1)C1CC(=O)N(c2ccc3c(c2)OCCO3)C1 (centres undefined)
14%	1.0%	3%	0.0%	0.97	0.22	0.65	-2	8%	-6%	5%	1%	CCOC(=O)C1=C(C)C(c2ccccc2O)NC(=O)N1 (centres undefined)
-14%	-8.7%	-4%	0.3%	-0.58	-0.21	-0.12	-0.27	-7%	5%	9%	-4%	Cc1ccccc1OCC(=O)N/N=C/c1ccc(Sc2nc3ccccc3s2)o1
-6%	-0.7%	22%	-0.1%	.	.	.	.	.	11%	.	10%	CCOC(=O)c1sc2nc(C)nc(NCc3ccccc3)c2c1C
-32%	-1.9%	13%	-0.1%	.	.	.	.	.	-4%	.	1%	CC1CCN(C(=O)c2ccc(CS(=O)(=O)Cc3ccccc3)cc2)CC1
-7%	-0.6%	15%	-0.1%	-0.079	-0.31	0.29	-0.56	3%	5%	7%	-4%	Cc1nnc(NC(=O)CSc2nnc3scc(-c4ccc(C)c(C)c4)n23)s1
-13%	-1.5%	10%	0.0%	-1	-0.32	-1.1	0.29	25%	28%	2%	-3%	COc1cccc(/C(O)=C2\C(=O)C(=O)N(c3ccccn3)C2c2ccccc2OC)c1 (centres undefined)
-23%	0.8%	16%	-0.1%	2.1	-0.28	1.2	-1.7	-3%	2%	-5%	-10%	CCOCCCNC(=O)C(NC(=O)c1ccc2c(c1)OCO2)c1ccccc1 (centres undefined)
2%	1.3%	22%	-0.3%	-0.46	-0.23	0.31	0.92	.	4%	.	15%	CC(=O)NC(=S)Nc1ccc(NC(=S)NC(=O)/C=C/c2ccco2)cc1
-12%	4.2%	12%	0.7%	-1	-0.28	-0.47	0.62	-13%	-9%	-1%	-4%	O=c1c2ccccc2nnn1Cc1ccccc1
10%	5.5%	5%	-0.1%	-0.26	-0.25	-0.53	0.56	5%	10%	6%	4%	Cc1c(C(c2cc3c(cc2Br)OCO3)c2c(C)n(C)n(-c3ccccc3)c2=O)c(=O)n(-c2ccccc2)n1C
